ELG1 genotoxic – qHTS screen for small molecules that induce genotoxicity in human embryonic kidney (HEK293T) cells expressing luciferase-tagged ELG1; HEK293T ELG1-luciferase reporter, luminescence, 16 h; Potency, µM (highest dose often 46 µM), for the others: at the top dose activity change, positive = activation, most hits filed as activators; 1.3% of 330,000 active; further: potency means the concentration at half of the fitted maximal effect; % of control where 0% means no effect; nearly all actives have a fitted effect of over 60% in size
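Genotoxic stress is detected as increased luminescence from luciferase-tagged ELG1 in HEK293T cells, measured with ONE-Glo after a 16 hr treatment at 37 °C.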
FBPA coupling cs – qHTS Assay for Inhibitors of Fructose-1,6-bisphosphate Aldolase from Giardia Lamblia: Coupling assay counterscreen; coupling enzyme system counterscreen, AmpLite Red fluorescence; activity change, negative = inhibition, % at 58.2 µM, hits read low; 0.67% of 290,000 active; AID 2472, 2010; in the data active means activity change below about -30%; further: on the % scale 0 is the no-effect control and ±100 the full control effect
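Fluorescence at 525 nm excitation and 598 nm emission measured inhibition of the coupled detection system without aldolase. Compounds (at 57.5 uM final) were preincubated 10 min at room temperature with coupling enzyme reagent before a 20 min substrate/AmpLite Red step.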
RORg inh – qHTS for inhibitors of ROR gamma transcriptional activity. Nuclear receptor ROR-gamma (Mus musculus), P51450. Drosophila S2 Gal4-RORgamma UAS-luciferase reporter, 20 h. Potency, µM (titrated, usually from 53.6 µM), for inactives: at the highest dose activity change, negative = inhibition, usual class: inhibitors. 5.4% of 310,000 active. AID 2551, 2010; further: potency means the concentration at half of the fitted maximal effect; on the % scale 0 is the no-effect control and ±100 the full control effect; nearly all actives have a fitted effect of over 60% in size
Target sequence (P51450 whole entry, looked up, the tested form may be a part): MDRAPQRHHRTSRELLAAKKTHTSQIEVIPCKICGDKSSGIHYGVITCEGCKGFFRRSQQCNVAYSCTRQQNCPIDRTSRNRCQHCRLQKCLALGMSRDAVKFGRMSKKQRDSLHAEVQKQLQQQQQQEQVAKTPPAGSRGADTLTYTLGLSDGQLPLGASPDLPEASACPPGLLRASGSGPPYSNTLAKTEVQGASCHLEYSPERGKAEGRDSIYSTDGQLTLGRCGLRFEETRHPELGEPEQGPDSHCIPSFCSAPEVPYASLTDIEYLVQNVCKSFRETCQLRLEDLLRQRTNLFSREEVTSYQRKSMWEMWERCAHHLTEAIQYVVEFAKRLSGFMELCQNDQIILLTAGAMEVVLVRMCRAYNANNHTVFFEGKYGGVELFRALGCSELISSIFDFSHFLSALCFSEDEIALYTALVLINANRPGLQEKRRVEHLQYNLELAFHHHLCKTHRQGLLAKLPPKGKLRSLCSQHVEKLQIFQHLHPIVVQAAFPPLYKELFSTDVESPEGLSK
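Luciferase reporter read in Schneider cells carrying Gal4-RORγ (mouse) and UAS-Photinus luciferase; cells given compound 1 h before 700 uM copper sulfate induction, then incubated 20 h at ambient temperature.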
Rab9 prom act – qHTS Assay for Rab9 Promoter Activators. 2.8% of 320,000 active. Potency, µM (top dose mostly 9.22 µM), for the others: at the highest dose activation, negative = inhibition, usual class: activators. Huh7 Rab9 promoter-luciferase reporter, luminescence, 24 h. AID 485297, 2010; further: potency means the concentration at half of the fitted maximal effect; % of control where 0% means no effect; nearly all actives have a fitted effect of over 60% in size
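Quantitative HTS format; Huh7 Rab9-luciferase reporter cells (1500/well) receive compound 2 h post-plating, incubate 24 h at 37 °C, then get luciferase reagent for 10 min before luminescence reading.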
KCNH2 3.1 block – qHTS for Inhibitors of KCHN2 3.1: Mutant qHTS; Potassium voltage-gated channel subfamily H member 2, brain isoform KCNH2 3.1 (human); U2OS KCNH2 3.1, thallium flux FluxOr; active compounds read low; activity change, % (tested at about 1.8 µM); 0.95% of 340,000 active; AID 720553, 2013;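 active means maximum activity change below -70%; inconclusive means maximum activity change from -70% to -50%; inactive means maximum activity change above -50%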;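 further: thallium influx rate constant from kinetic fluorescence after stimulation buffer; on the % scale 0 is the no-effect control and ±100 the full control effect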
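Normalized rate constant (relative to positive and negative DMSO controls) derived from a 2 min kinetic fluorescence read after stimulation; U2OS cells expressing the 3.1 isoform via virus at 1.77 x 10^8 /mL.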
Tb PFK block – qHTS Assay to Find Inhibitors of T. brucei phosphofructokinase. T. brucei PFK, ADP-Glo luminescence. Potency, µM (series often up to 57.5 µM), for the others: at the highest dose activity, negative = inhibition, actives largely listed as inhibitors. 0.17% of 330,000 active;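 further: potency means the concentration at half of the fitted maximal effect; 0% = uninhibited 1x PFK enzyme wells and -100% = no-enzyme wells; nearly all actives have a fitted effect of over 60% in size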
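Activity is normalized to no-enzyme wells (full inhibition) and 1.25 nM enzyme wells (no inhibition). Reaction: 0.5 mM F6P, 0.1 mM ATP, 45 min RT, ADP-Glo luminescence; concentration-response curves fitted and classed by quality.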
VP16 counter – VP16 counterscreen qHTS for inhibitors of ROR gamma transcriptional activity | Drosophila S2 Gal4-VP16 UAS-luciferase, luminescence, 20 h | Potency, µM (top dose mostly 53.6 µM), inactives show at the top dose activity, negative = inhibition, usual class: inhibitors | 3.5% of 310,000 active;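 further: Gal4-VP16 expression switched on by copper sulfate through the metallothionein promoter; potency means the concentration at half of the fitted maximal effect; on the % scale 0 is the no-effect control and ±100 the full control effect; nearly all actives have a fitted effect of over 50% in size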
NPC1 prom act – qHTS Assay for NPC1 Promoter Activators | Huh7 NPC1 promoter luciferase reporter, 24 h | Potency, µM (doses to about 9.22 µM), for the others: top-dose activation, most hits filed as activators | 2.4% of 320,000 active | AID 485313, 2010;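 further: potency means the concentration at half of the fitted maximal effect; % of control where 0% means no effect; nearly all actives have a fitted effect of over 60% in size; reporter is driven by a mutant NPC1 promoter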
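Luminescence read-out of NPC1 promoter-driven luciferase in stably transfected Huh7 cells; compounds delivered in DMSO and left 24 h at 37C, 5% CO2, qHTS titration format.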
uPA surface inh – qHTS for Inhibitors of Cell Surface uPA Generation | 0.31% of 330,000 active | Potency, µM (titrated, usually from 38.3 µM), for the others: top-dose activity change, negative = inhibition, actives largely listed as inhibitors | cell surface uPA generation assay, qHTS | AID 540303, 2011; active means well fitted inhibition curve with a large enough effect; inconclusive means small, poorly fitted or top-dose-only effect; inactive means no such curve, though single readings can be large or run the other way; tested in mouse RAW 264.7 cells; further: potency means the concentration at half of the fitted maximal effect; on the % scale 0 is the no-effect control and ±100 the full control effect; nearly all actives have a fitted effect of over 55% in size
FLuc modulator – qHTS profiling assay for firefly luciferase inhibitor/activator using purifed enzyme and Km concentrations of substrates (counterscreen for miR-21 project); Luciferin 4-monooxygenase (Photinus pyralis), P08659; purified FLuc, Km substrates, luminescence inhibition; Potency, µM (titrated, usually from 57.5 µM), without a hit: at the top dose activity change, negative = inhibition, hits mostly inhibitors; 6.9% of 360,000 active;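 further: potency means the concentration at half of the fitted maximal effect; plate controls were vehicle for no effect and reference inhibitor for full effect; nearly all actives have a fitted effect of over 55% in size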
Target sequence (P08659 whole entry, looked up): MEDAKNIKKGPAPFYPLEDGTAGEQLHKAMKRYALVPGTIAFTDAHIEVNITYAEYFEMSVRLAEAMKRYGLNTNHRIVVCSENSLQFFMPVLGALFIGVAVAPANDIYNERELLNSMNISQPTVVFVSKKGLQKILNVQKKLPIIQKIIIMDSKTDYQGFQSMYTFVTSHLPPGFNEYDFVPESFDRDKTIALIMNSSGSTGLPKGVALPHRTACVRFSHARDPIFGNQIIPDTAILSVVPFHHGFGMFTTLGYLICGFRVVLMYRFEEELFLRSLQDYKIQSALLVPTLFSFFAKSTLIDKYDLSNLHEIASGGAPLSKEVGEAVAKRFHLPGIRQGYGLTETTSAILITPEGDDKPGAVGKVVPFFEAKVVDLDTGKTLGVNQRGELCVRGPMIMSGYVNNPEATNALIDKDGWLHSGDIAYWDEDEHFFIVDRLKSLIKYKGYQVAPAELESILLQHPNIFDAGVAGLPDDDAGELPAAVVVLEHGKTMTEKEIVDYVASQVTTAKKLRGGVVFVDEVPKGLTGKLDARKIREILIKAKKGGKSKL
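Purified P. pyralis luciferase (10nM final) with 10uM D-luciferin and 10uM ATP (Km levels) in 50mM Tris acetate pH 7.5, 10mM Mg acetate, 0.01% Tween-20, 0.05% BSA; qHTS 6-point titration, ~60 µM downward; luminescence read.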
Giardia killer – Small Molecules that selectively kill Giardia lamblia: qHTS. Giardia lamblia trophozoite viability. activity change, % at 7.66 µM, hits read low. 0.15% of 340,000 active. AID 540267, 2011; in the data active means activity change below about -80%; inconclusive means between about -30% and that limit;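 further: parasites exposed to compound for two days anaerobically before the ATP read; on the % scale 0 is the no-effect control and ±100 the full control effect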
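Viability, read as ATP luminescence: trophozoites at 100 cells/well, compound added, 48 hrs anaerobic at 37 deg C, then 15-30 min room-temperature development before reading.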
The depositor's hits bear a star; ? = inconclusive; / = not tested or not shown; & = joins results of further samples; [ ] = dose if it differs, or a comment. Unless noted, the call rests on the fitted dose curve; in most records, active means well fitted curve in the direction sought with a large enough effect; inconclusive means small, poorly fitted or top-dose-only effect, or another doubt; inactive means no such curve, though single readings can be large; an effect the other way counts as inactive or inconclusive.

SMILES | ELG1 genotoxic | FBPA coupling cs | RORg inh | Rab9 prom act | KCNH2 3.1 block | Tb PFK block | VP16 counter | NPC1 prom act | uPA surface inh | FLuc modulator | Giardia killer
N#Cc1cnn2c1nc(N1CCOCC1)c1ccccc12 | 1% | 3 | 24% | 0% | 1 | 1% | -6% | -5% | -11% | 6% | 23
COc1ccc(C)c2sc(N(CCN(C)C)C(=O)c3ccc4ccccc4c3)nc12 | -5% | -1 | -37% | 1% | 22 | 2% | 3% | -5% | 1% | 0% | -13
Cc1ccc(NC(=O)c2cccc(S(=O)(=O)N(C)C3CCCCC3)c2)nc1 | 3% | / | / | -2% | -11 | 0% | / | 1% | -2% | 2% | 11
Cc1ccccc1NC(=O)c1ccc(CSc2ncccn2)cc1 | 5% | -5 | 38% | 28% | -15 | -4% | 20% | 21% | / | ? | -2
CCCn1c(N)c(N(CCOC)C(=O)CSc2c(Cl)cccc2Cl)c(=O)[nH]c1=O | 3% | / | / | / | 14 | -3% | / | / | -12% | / | -8
CNS(=O)(=O)c1cc(-c2nnc(Nc3ccc(NC(C)=O)cc3)c3ccccc23)ccc1C | -5% | -1 | 33% | 4% | -4 | -6% | -1% | 0% | 0% | ? | -23
O=C(N1CCOCC1)N1CCN(c2nc(-c3ccc(F)cc3)cs2)CC1 | -2% | 1 | 31% | 1% | 10 | -4% | 13% | 0% | / | 11µM* | 1
O=C1[C@@H]2C(Cc3ccc(O)cc3)NC3(C(=O)Nc4ccc(F)cc43)[C@@H]2C(=O)N1c1ccc(F)cc1 (some centres undefined) | -1% | -1 | 43% | -1% | -8 | 1% | 2% | -1% | -1% | ? | 7
O=C(c1ccccc1-c1nc(-c2ccccc2Cl)no1)N1CCOCC1 | 2% | 1 | -7% | 1% | -9 | 0% | -9% | 0% | 4% | 3% | -6
COc1ccc(C(=O)Nc2cccc(C(=O)O)c2)cc1S(=O)(=O)N1CCCC1 | -1% | -3 | 15% | ? | 1 | -4% | -8% | ? | 3% | 11µM* | 25
COc1ccc(C(=O)NNC(=O)CSc2nc(C(C)C)nc3ccccc23)cc1 | -8% | 1 | 5% | -7% | 15 | 0% | -8% | -4% | -2% | 0% | 5
Cc1cccc(N2C(=O)SC(SC(=Nc3ccccc3)Nc3ccccc3)C2=O)c1 (centres undefined) | 11% | 3 | -8% | 4% | -10 | 0% | 5% | 11% | 3% | ? | 13
CCOc1c(C)cnc2c1c(=O)n(Cc1c(F)cccc1Cl)c(=O)n2C | 1% | 6 | 31% | 0% | 5 | 0% | -8% | 0% | -12% | 0% | 18
COc1ccccc1OCC(O)CN1C(=O)NC(C)(C)C1=O (centres undefined) | -2% | 3 | 1% | 2% | 3 | 0% | 9% | 0% | -7% | 0% | 0
CCC(C)(C)n1nnnc1C(c1cc2ccc(OC)cc2[nH]c1=O)N1CCCCC1 (centres undefined) | 5% | 0 | 16% | -5% | -3 | -2% | -1% | -7% | -1% | 0% | 3
O=C(NC1Cc2ccccc2C1)c1cc(COc2ccc(F)cc2Cl)on1 | -1% | -1 | -12% | -1% | -28 | 1% | -13% | -3% | 10% | -2% | -17
Cc1ccc(NC(=O)CCc2ccc(C)o2)c(Br)c1 | 13% | -2 | -7% | 22% | 1 | 1% | -9% | 5% | 3% | -26% | 0
O=C(CN1CCN(S(=O)(=O)c2cccs2)CC1)NCC1CCCCC1 | 0% | / | / | -5% | 8 | 0% | / | -1% | 1% | / | -16
O=C(CSc1ccc(-c2ccccc2)nn1)N1CCOCC1 | ? | 1 | 18% | 18% | 1 | -14% | 0% | 17% | / | -17% | 9
Cn1cccc1CC(=O)NNC(=S)Nc1ccc(Cl)cc1 | 1% | 2 | 11µM* | -1% | 1 | -3% | ? | -4% | 1% | -2% | -23
Cc1ccc(C)c(NCC(O)c2ccccc2)c1 (centres undefined) | 2% | 0 | 28% | 0% | -12 | 3% | 26% | -9% | 0% | 3% | -7
CCN(CC(=O)Nc1ccc(C)c(F)c1)CC(=O)NC(C)(C)C | 5% | -3 | 30% | 1% | -12 | -1% | ? | -3% | 2% | 4% | 4
O=C(N/N=C\c1ccccc1)c1ccccc1-n1cccc1 | 0% | 1 | 0% | -3% | -12 | -4% | -9% | -2% | 2% | 2% | -1
COc1ccc(CCc2nnc(CCC(=O)N(C)Cc3ccnc4ccccc34)o2)cc1 | -2% | 0 | ? | -21% | 0 | 0% | ? | -16% | -3% | -16% | 4
CC(C)OCC(O)CCc1n[nH]c(=S)n1-c1ccccc1 (centres undefined) | 1% | 1 | 1% | -2% | 3 | -3% | 1% | -2% | 6% | 0% | 12
CCc1ncc(CN2CCCC(C(=O)Nc3cccc(-c4cccc(C)c4)c3)C2)cn1 (centres undefined) | 5% | / | 0% | 4% | 9 | 0% | -5% | 1% | ? | 1% | 2
C=CCN(C(=O)CSc1nc2c(sc3ccccc32)c(=O)n1CCN(CC)CC)c1ccccc1 | -10% | 1 | ? | -1% | -43 | -2% | ? | -6% | -2% | -1% | -3
O=c1cc(N2CCc3ccccc32)[nH]c(=O)n1-c1ccccc1 | 1% | 2 | -10% | 0% | -3 | 4% | -14% | -2% | -2% | 1% | 6
COc1ccc(OC)c(/C=C2\SC(=S)N(Cc3cccnc3)C2=O)c1 | 18% | 1 | ? | -13% | -5 | -6% | ? | -5% | 0% | -1% | -3
COc1ccc(C(=O)Nc2ccc(S(=O)(=O)Nc3onc(C)c3C)cc2)c(OC)c1 | 11% | 9 | 21% | 1% | 26 | -2% | 6% | -1% | 2% | ? | -6
COc1ccc2[nH]c3c(=O)n(Cc4ccncc4)cnc3c2c1 | 3% | 0 | -21% | 1% | 13 | 3% | -4% | 1% | 0% | 1% | -27
Cc1ccc(NC(=O)CSc2nc3ccccc3c3nc(CCn4cncc4C)nn23)c(C)c1 | 8% | 2 | -4% | 2% | -21 | 2% | -6% | 0% | -9% | 2%&-2% | -4
COc1ccccc1CC(=O)N(Cc1ccccc1)c1cccc(C)c1 | -7% | 5 | 29% | 8% | 5 | -4% | 11% | 2% | 2% | -2% | 12
Cc1cn2c(N)c(C=C3C=C(Cl)C(=O)C(Cl)=C3)c(=O)nc2s1 | 0% | 1 | -32% | -4% | -2 | 0% | -11%[10 µM] | -2% | 5% | 17µM* | 8
O=C(O)c1cc(N2C(=O)C3CC=CCC3C2=O)ccc1NCc1cccnc1 (centres undefined) | -7% | 2 | 7% | 2% | 3 | 7% | -8% | 2% | 2% | 9% | -3
COc1cc(NC(=O)CC(C)S(=O)(=O)c2cc3c(cc2C)NC(=O)CO3)cc(OC)c1OC (centres undefined) | 1% | / | -6% | 1% | 21 | 0% | -3% | -3% | 0% | 3% | 0
CC(C)c1ccc(NC(=O)Cn2ncn3c(cc4ccccc43)c2=O)cc1 | 0%[9.26 µM] | -2 | -9% | -2% | -4 | 3% | -6% | -1% | -1% | 2% | 0
COC(=O)c1cc(OC)c(OC)cc1NC(=O)c1cc(C(C)(C)C)oc1C | -4% | 0 | -4% | -1% | -16 | 4% | 5% | 1% | 0% | 1% | -11
Cc1ccc(C2CC2C(=O)NNC(=S)Nc2cccc(C)c2)cc1 (centres undefined) | -5% | -3 | -16% | -1% | 15 | 9% | -2% | -5% | / | -1% | 7
Cc1cccc(C(C)C)c1NC(=O)c1ccc(OCC2CCCO2)cc1 (centres undefined) | -4% | / | / | / | 25 | -4% | / | / | 7% | / | 0
Cc1nc2ccccc2n1C1CCN(CC(=O)NCc2ccc(F)cc2)CC1 | -4% | 1 | ? | -7% | -20 | -3% | ? | -1% | 1% | -1% | -1
CCC(Sc1ncccc1C(=O)O)C(=O)N1CCOCC1 (centres undefined) | 1% | -6 | 6% | -1% | 13 | 4% | -4% | 6% | / | 3% | -2
O=C(N1CCCCC1)C1(c2ccccc2)CCCCC1 | -5% | 6 | 35% | -1% | -17 | 0% | -14% | -8% | 4% | 0% | 12
